# eLon inh = inhibitors of E. coli Lon protease | purified E. coli Lon protease, fluorescence polarization | AID 602123 | 360,000 compounds, 0.42% hits | inhibition, % at 7.94 µM; in the data active = inhibition above about 13%, passing the limit was not always enough;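 note: 0% = enzyme with probe and DMSO and 100% = no enzyme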
# bovine MsrA act = bovine methionine sulfoxide reductase A activation; purified bovine MsrA, absorbance read-out; activation, % at 10.6 µM; 360,000 compounds, 0.3% hits; in the data active = activation above about 7.5%;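 note: 0% = vehicle and 100% = reference activator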
# DNMT1 block = blocks human DNA methyltransferase DNMT1; AID 588458; 360,000 compounds, 0.83% hits; DNMT1 molecular beacon, Hinp1I cleavage, fluorescence; P26358; inhibition (reported as % activation of signal), % at 10 µM; in the data active = inhibition above about 50%
# CendR NRP1 mod = NRP-1/CendR interaction modulation | inhibition, % at 25 µM | O14786 | FAM-RPARPAR peptide binding to NRP-1, fluorescence polarization | 360,000 compounds, 0.85% hits | AID 602438;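 active = inhibition or corrected inhibition above about 18%, plus a signal ratio from 0.5 to 1.5, limit read from the data, passing the limit was not always enough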; note: strong numbers were not always called active
# Target sequence (O14786 whole entry, looked up): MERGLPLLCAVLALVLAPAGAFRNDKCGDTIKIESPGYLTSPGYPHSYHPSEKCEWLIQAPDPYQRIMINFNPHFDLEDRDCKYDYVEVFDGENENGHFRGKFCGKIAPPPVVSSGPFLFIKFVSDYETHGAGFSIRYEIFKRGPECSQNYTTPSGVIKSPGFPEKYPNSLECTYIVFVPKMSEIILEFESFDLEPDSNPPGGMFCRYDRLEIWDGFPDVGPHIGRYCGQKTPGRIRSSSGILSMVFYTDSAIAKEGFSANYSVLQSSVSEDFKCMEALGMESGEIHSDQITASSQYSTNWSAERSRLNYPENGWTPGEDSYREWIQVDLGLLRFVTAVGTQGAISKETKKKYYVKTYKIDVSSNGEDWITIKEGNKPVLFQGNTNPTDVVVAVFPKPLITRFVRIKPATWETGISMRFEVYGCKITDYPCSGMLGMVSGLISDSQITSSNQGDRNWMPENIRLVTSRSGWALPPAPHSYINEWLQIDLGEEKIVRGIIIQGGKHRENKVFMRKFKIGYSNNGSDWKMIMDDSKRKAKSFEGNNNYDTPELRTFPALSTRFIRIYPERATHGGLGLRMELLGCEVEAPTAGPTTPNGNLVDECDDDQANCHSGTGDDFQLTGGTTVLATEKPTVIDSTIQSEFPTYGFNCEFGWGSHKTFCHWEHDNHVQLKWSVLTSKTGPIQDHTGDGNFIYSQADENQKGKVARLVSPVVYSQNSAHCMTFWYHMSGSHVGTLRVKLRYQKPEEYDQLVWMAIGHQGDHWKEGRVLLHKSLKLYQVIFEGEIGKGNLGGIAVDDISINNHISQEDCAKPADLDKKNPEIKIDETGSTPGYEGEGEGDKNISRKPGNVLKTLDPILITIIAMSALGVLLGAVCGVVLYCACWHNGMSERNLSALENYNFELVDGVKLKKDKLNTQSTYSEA
# LMPTP block = LMPTP (human) inhibition | inhibition, % at 20 µM | recombinant LMPTP-A, OMFP fluorogenic substrate, fluorescence intensity | AID 651560 | 360,000 compounds, 0.22% hits | P24666;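 active = compounds that cut the enzyme signal by at least half of the control window in the single-dose screen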;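 note: plate controls were DMSO wells with enzyme plus substrate for no effect and substrate without enzyme for full effect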
# Target sequence (P24666 whole entry, looked up): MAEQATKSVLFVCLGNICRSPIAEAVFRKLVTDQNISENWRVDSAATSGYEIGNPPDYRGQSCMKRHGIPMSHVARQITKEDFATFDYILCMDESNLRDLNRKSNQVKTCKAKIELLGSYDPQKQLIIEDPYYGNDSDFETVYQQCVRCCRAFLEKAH
#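 test system = LMPTP-A | amount = 0.625 nM LMPTP-A final | reagent = fluorogenic phosphatase substrate OMFP at 400 µM final | incubation = 50 min at room temperature | benchmarks = no-enzyme low control, uninhibited high control | medium = Bis-Tris pH 6.0, DTT, detergent | signal = fluorescence intensity of OMFP turnover product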
# MsrA inhibitor = inhibitors of bovine MsrA; inhibition, % at 15.5 µM; 360,000 compounds, 0.75% hits; purified bovine MsrA, absorbance read-out; in the data active = inhibition above about 4.5%;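 note: 0% = vehicle wells with enzyme and 100% = reference inhibitor wells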
# Scp-1 inhibitor = Scp-1 (human) phosphatase inhibition; AID 493091; 340,000 compounds, 0.88% hits; inhibition, % at 20 µM; Q9GZU7; Recombinant Scp1, phosphopeptide, malachite green phosphate absorbance;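 active = inhibition above about 50% at 20 µM, limit read from the data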;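 note: plate controls were DMSO wells with enzyme for no effect and wells lacking enzyme for full effect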
#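 System: SCP-1 catalytic domain; Reagent: Phospho 17-mer peptide substrate; Doses: one concentration, 20 µM, with 1.0% DMSO; Incubation: 45 min room-temperature reaction, 5 min colour, 30 min stabiliser; Signal: Phosphate-binding colour reagent, absorbance read at 630 nm.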
# Tb MetRS inh = Trypanosoma brucei MetRS inhibition. purified T. brucei MetRS, ATP depletion, Kinase-Glo luminescence. inhibition, % at 11.9 µM. 360,000 compounds, 0.4% hits;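 active = inhibition above a per-plate cutoff of the control wells' mean inhibition plus 3 SD, cut at about 5.5% in these data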;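 note: 0% = DMSO wells median and 100% = median of wells with control inhibitor compound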
#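 Material: T. brucei methionyl-tRNA synthetase, purified; reagent: substrates ATP, L-methionine and bulk Escherichia coli tRNA; dosing: 11.9 µM single point; timing: 15 min plus 2 h at 25 °C; detection: luminescence of leftover ATP; evaluation: % inhibition; control set: DMSO-only wells as low control; replicates: singlicate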
# SUMO1-SIM PPI = SUMO1-SIM interaction modulation. P63165. SUMO1 binding to a labelled peptide, TR-FRET, 1 h. inhibition, % at 20 µM. 360,000 compounds, 0.33% hits; in the data active = inhibition above about 37%
# STEP inh = inhibitors of human striatal-enriched phosphatase STEP; P54829; recombinant STEP, OMFP fluorogenic substrate, fluorescence; inhibition, % at 20 µM; 360,000 compounds, 0.25% hits; AID 588621;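 active = inhibition at 20 µM, scaled per plate between control wells, above about 37%, limit read from the data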;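 note: 0% = DMSO with enzyme and substrate and 100% = substrate only without enzyme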
#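 Assay system: isolated STEP enzyme. Buffer or medium: pH 6.0 Bis-Tris with DTT and Tween 20. Also added: fluorogenic phosphatase substrate OMFP at 25 µM final. Dosing: 20 µM, 1% DMSO. Timing: 20 min reaction, room temperature, in the dark. Measured by: fluorescence intensity, excitation 480 nm, emission 540 nm. Evaluation: normalized % inhibition.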
# Numbers without * were called inactive; · = not tested or not shown. Compounds were not picked by outcome; about 4.3% have a hit in one of these screens.
SMILES,eLon inh,bovine MsrA act,DNMT1 block,CendR NRP1 mod,LMPTP block,MsrA inhibitor,Scp-1 inhibitor,Tb MetRS inh,SUMO1-SIM PPI,STEP inh
CCc1ccc(S(=O)(=O)N2CC(=O)Nc3ccccc32)cc1,-5,-10,0,10,-1.8,0.8,3,-1.1,-1,-2
Cc1cc(C)c(C#N)c(SCS(=O)Cc2ccccc2)n1 (stereo not drawn),-3,-3,1,-4,-1.0,0.4,-2,-0.6,-2,-5
O=C(NC1CCCCCC1)C1CCN(S(=O)(=O)c2ccc(F)cc2)CC1,-11,-2,3,4,-2.0,2.8,-5,-0.6,-2,-3
COc1ccc(OC)c(C2CC(=O)c3c([nH]c(C(=O)OC(C)C)c3C)C2)c1 (stereo not drawn),-4,0,-1,-3,1.9,0.1,-10,-1.2,0,0
Cc1ccc(CCN2CC(C(=O)N3CCN(c4ccc(F)cc4)CC3)CC2=O)cc1 (stereo not drawn),-3,0,-5,3,-0.8,0.5,1,-0.2,5,2
COc1ccc([N+](=O)[O-])cc1NC(=O)c1ccc(CN(c2ccccc2)S(C)(=O)=O)cc1,-4,-2,-7,4,1.4,0.1,-12,0.0,-11,-3
Nc1nc(SCC(=O)Nc2ccc(S(N)(=O)=O)cc2)n[nH]1,-5,-1,0,12,0.7,-0.9,-6,-0.7,5,1
Cc1ccc(/C=C/C(=O)NCc2ccncc2)cc1,-9,-2,-1,-7,-1.2,-0.2,-7,-0.5,-5,-2
CCc1nnc(SCC(=O)Nc2ccccc2)n1CC1CCCO1 (stereo not drawn),0,-4,1,0,-0.7,1.7,-5,-0.6,3,1
CCCn1cnc2scc(-c3ccc(C)c(C)c3)c2c1=O,0,-4,1,1,1.2,8.6*,-8,0.4,2,-2
CCc1cccc(C)c1NC(=S)NCC(c1cccnc1)N(C)C (stereo not drawn),4,-3,-2,-1,-3.1,1.0,-1,-0.6,0,-3
CSc1ccc(S(=O)(=O)NCc2ccc(Cl)cc2Cl)cc1,-1,-2,0,5,1.9,-0.8,-13,7.5*,-2,2

# Given with bars between the fields: part of the list above.
SMILES | eLon inh | bovine MsrA act | DNMT1 block | CendR NRP1 mod | LMPTP block | MsrA inhibitor | Scp-1 inhibitor | Tb MetRS inh | SUMO1-SIM PPI | STEP inh
COc1ccc([N+](=O)[O-])cc1NC(=O)c1ccc(CN(c2ccccc2)S(C)(=O)=O)cc1 | -4 | -2 | -7 | 4 | 1.4 | 0.1 | -12 | 0.0 | -11 | -3
Nc1nc(SCC(=O)Nc2ccc(S(N)(=O)=O)cc2)n[nH]1 | -5 | -1 | 0 | 12 | 0.7 | -0.9 | -6 | -0.7 | 5 | 1
Cc1ccc(/C=C/C(=O)NCc2ccncc2)cc1 | -9 | -2 | -1 | -7 | -1.2 | -0.2 | -7 | -0.5 | -5 | -2
CCc1nnc(SCC(=O)Nc2ccccc2)n1CC1CCCO1 (stereo not drawn) | 0 | -4 | 1 | 0 | -0.7 | 1.7 | -5 | -0.6 | 3 | 1

# The list continues.
SMILES,eLon inh,bovine MsrA act,DNMT1 block,CendR NRP1 mod,LMPTP block,MsrA inhibitor,Scp-1 inhibitor,Tb MetRS inh,SUMO1-SIM PPI,STEP inh
C/C(=N\NC(=O)c1nnn(-c2nonc2N)c1CSc1ccccc1)c1cccnc1,11,-3,-3,0,-2.3,-0.3,-5,0.1,-4,2
COCCN(C(=O)COC(=O)CSc1ccc(Cl)cc1)c1c(N)n(Cc2ccccc2)c(=O)[nH]c1=O,7,-7,2,-3,0.2,0.1,4,-0.4,2,0
O=C(NCc1n[nH]c(=O)c2ccccc12)C1CC(=O)N(c2ccccc2)C1 (stereo not drawn),-4,-1,0,-1,-1.2,-1.1,-1,0.0,8,1
O=C(COC(=O)c1ccc(O)cc1O)NC1CCS(=O)(=O)C1 (stereo not drawn),-8,1,4,4,-0.8,0.8,-9,0.2,5,4
O=C(Cc1c[nH]c2ccccc12)N1CCN(S(=O)(=O)c2ccc(Cl)cc2)CC1,-10,4,-16,-14,0.3,-0.1,-5,0.0,-2,-1
CCOC(=O)c1c(C)[nH]c(C)c1S(=O)(=O)N(C)CC(=O)N1CCN(c2ccc(OC)cc2)CC1,8,-4,-1,10,-1.4,0.5,-5,-0.4,0,-3
CC(=O)c1ccc(N2CCN(C(=O)C3CCN(S(=O)(=O)c4cccs4)CC3)CC2)cc1,-17,-5,2,2,-1.3,4.6*,-4,0.1,2,0
Cc1cccc(C2=NNC(=O)C(c3ccc(Cl)cc3)C2)c1 (stereo not drawn),4,-2,-1,25*,1.4,0.0,-4,0.8,-7,10
O=C(Nc1cc(=O)[nH]c(=O)[nH]1)c1cccc(Br)c1,-3,-10,3,0,-0.9,-0.9,10,-0.8,2,-4
CCN1C=C(Cc2ccccc2C)C2=C(C1)C(c1ccccc1C)C(C#N)=C(N)O2 (stereo not drawn),-16,-6,-10,-26,1.0,0.1,-12,0.0,1,-2
COc1ccc(CC(=O)Nc2nnc(-c3cccc([N+](=O)[O-])c3)s2)cc1,-4,-6,-13,-10,2.7,0.4,2,-1.1,-4,-1
O=C(NCCCn1ccnc1)c1ccc(Cl)cc1[N+](=O)[O-],2,-3,2,7,-2.5,-0.1,-7,-0.1,-10,-2
Cc1ccc(C(=O)C(OC(=O)CN2C(=O)c3ccccc3C2=O)c2ccccc2)cc1C (stereo not drawn),-2,-2,-1,-7,1.5,-1.3,-17,0.4,-7,2
O=C(Nc1nc2ccccc2[nH]1)c1cccs1,-2,-12,1,-2,1.8,1.7,-5,-0.2,-1,-3
CCN1CCN(C(=O)CN(c2ccccc2C)S(C)(=O)=O)CC1,-1,1,-3,-6,-1.4,1.7,-4,-0.4,1,-2
CCN(Cc1ccccc1)C(=O)CSc1nc(C)cc(=O)[nH]1,1,-7,-1,4,-1.9,0.4,2,-1.1,-1,-2
Cc1ccc(N(C=NC#N)CC(=O)N2CCN(c3ccccc3)CC2)cc1,2,-1,0,3,-0.9,-0.4,1,-0.6,-2,2
CCCN(CC(=O)Nc1cc(Cl)ccc1Cl)C(=O)c1ccccc1SCC(=O)N1CCCC1,-2,-3,-1,2,-7.6,0.3,-8,-0.1,-30,0
O=C(/C=C/c1ccccc1[N+](=O)[O-])NC1CCCC1,-8,-1,2,7,-0.9,1.1,-5,0.0,-10,-3
CC(C)(C#CC(O)(c1ccccc1)c1ccccc1)N1CCCCC1,-9,-2,-2,0,-0.1,-0.7,-2,-1.2,-2,1
O=C(CSc1nc2cccnc2n1Cc1ccccc1)NCc1ccco1,-1,-3,-1,-14,-0.2,-0.2,0,-0.7,1,4
O=C(NC1CCCc2ccccc21)c1cc(S(=O)(=O)N2CCOCC2)ccc1F (stereo not drawn),3,-1,3,-6,-0.6,0.6,-1,-0.8,-3,0
Cc1ccc(-c2cnc3cccnn23)cc1F,-3,-1,2,-10,0.6,-0.9,·,-0.1,-17,1
O=C(CSc1ccc(-c2ccco2)nn1)NCCc1ccccc1,-1,-3,-1,-2,0.7,0.5,-2,-0.9,-3,0
COc1cccc(C(=O)Oc2cc3c4c(c2)C(C)=CC(C)(C)N4C(=O)C3=O)c1,10,-1,3,-1,3.8,0.0,-12,0.0,-22,0
COc1cc(OC)c(-c2nn3c(C4CCCCC4)nnc3s2)cc1OC,-8,-2,-2,-4,2.3,1.1,3,-0.1,3,4
CCOc1ccc2nc(NC(=O)COc3ccc(N(C)S(=O)(=O)c4ccc(C)cc4)cc3)sc2c1,4,0,-5,-2,2.3,0.4,-7,0.2,-2,5
O=C(CCSc1nnc(-c2ccco2)o1)Nc1ccc(Cl)cc1,2,2,-5,10,-0.4,0.4,-20,1.6,3,-2
CCO[C@H]1OC(C(=O)NCc2nc3ccccc3[nH]2)=C[C@@H](C)[C@@H]1CCCO,-2,-4,4,3,-1.5,-0.8,-8,1.6,-2,-1
Cc1ccc(CN2CC(C(=O)NC3CCCC(C)C3C)CC2=O)cc1 (stereo not drawn),4,-1,1,8,-0.5,0.7,-5,-0.3,1,0
CCCCCCC1(C)NC(=S)N(c2ccccc2)N1 (stereo not drawn),-1,-2,4,6,-2.0,0.0,-8,-0.5,1,-1
Cc1ccccc1NC(=S)N/N=C/C(C)c1ccccc1 (stereo not drawn),0,1,-2,0,0.0,-1.0,4,-0.7,5,1
Cn1c(CNC(=O)c2ccccc2F)nnc1SCc1ccc(F)cc1,-2,-3,6,7,-1.3,-0.2,1,-1.1,0,-1
COCCn1c(SCCCC(=O)c2ccc(Br)cc2)nnc1-c1ccncc1,-13,-4,-2,-21,-1.3,-0.4,-2,-1.4,-4,-13
CCCN(CCC)CCCn1c(=O)[nH]c2ccccc21,-2,-2,5,-17,-0.5,-0.8,-11,-0.2,1,-1
Cc1c(C(=O)N2CCCCCC2(C)C(=O)NCC(C)C)oc2ccccc12 (stereo not drawn),6,-6,3,-7,-0.5,1.0,·,-0.5,2,3
O=C(O)/C(=C\c1cccc(F)c1)c1ccc(S(=O)(=O)N2CCCCC2)s1,-5,-4,33,8,-0.3,1.4,40,0.3,0,0
Cc1ccc(S(=O)(=O)N2CCCCC2)cc1NC(=O)c1ccc(Br)o1,4,-3,5,15,-0.4,0.1,-3,-0.5,0,2
Cc1cccc(CN(CC(=O)N/N=C/c2cccs2)S(=O)(=O)c2ccc(Cl)cc2)c1,0,-2,-5,0,4.6,0.8,-1,0.8,-1,4
CC1CCC2(CC1)NC(=O)N(CC(=O)Nc1ccc3c(c1)OCCCO3)C2=O (stereo not drawn),0,-5,1,-3,-0.7,-0.6,-6,-0.1,1,-2
c1ccc(Nc2nc(NCC3CCCO3)c3ccccc3n2)cc1 (stereo not drawn),5,-3,-3,3,17,0.4,-8,1.8,8,2
Cc1c(OCC(=O)NCc2ccccn2)ccc2c3c(c(=O)oc12)CCCC3,-10,-3,6,-4,0.9,0.1,36,0.4,7,5
CCOC(=O)CN1C(=O)C(C)(C)Oc2ccc(C(=O)Nc3ccccc3)cc21,1,1,-4,-3,-2.9,-1.1,-4,0.3,-1,2
Cc1ccc(C)c(S(=O)(=O)N2CCN(C(=O)c3cnccn3)CC2)c1,1,-1,1,-9,-1.5,0.9,-2,1.4,0,2
CC(Oc1ccc2ccc(=O)oc2c1)C(=O)NC1CC(C)(C)NC(C)(C)C1 (stereo not drawn),4,-3,-1,3,-1.6,2.5,-1,-0.5,1,0
CC(C)=N/N=c1\scc(C)n1Cc1ccco1,-25,-4,-3,-6,1.0,3.1,1,-0.2,-1,-6
CCCc1nc2c(s1)CCc1onc(-c3ccc(OC)cc3)c1-2,4,-1,-3,6,3.5,1.2,-7,-0.2,7,3
CC1=CCC2C(=O)N(c3ccc(Br)cc3C)C(=O)C2C1 (stereo not drawn),0,-2,-2,5,-1.1,-0.8,-15,0.0,4,1

# Assay outcomes: PubChem, several laboratories
